DRD3 antagonist: D3 dopamine receptor (human) antagonism; P35462; D3R cells, DiscoveRx beta-arrestin luminescence, antagonist mode; active compounds read low; max response, negative = inhibition, %; hit rate 2.5% among 360,000; AID 652054; in the data active = max response below about -50%; inconclusive = no clear call, values can overlap the other calls; note: % is set by controls: 0 for no effect and ±100 for the full control effect; mostly tested at two doses, the higher about 12 µM
Target sequence (P35462 whole entry, looked up): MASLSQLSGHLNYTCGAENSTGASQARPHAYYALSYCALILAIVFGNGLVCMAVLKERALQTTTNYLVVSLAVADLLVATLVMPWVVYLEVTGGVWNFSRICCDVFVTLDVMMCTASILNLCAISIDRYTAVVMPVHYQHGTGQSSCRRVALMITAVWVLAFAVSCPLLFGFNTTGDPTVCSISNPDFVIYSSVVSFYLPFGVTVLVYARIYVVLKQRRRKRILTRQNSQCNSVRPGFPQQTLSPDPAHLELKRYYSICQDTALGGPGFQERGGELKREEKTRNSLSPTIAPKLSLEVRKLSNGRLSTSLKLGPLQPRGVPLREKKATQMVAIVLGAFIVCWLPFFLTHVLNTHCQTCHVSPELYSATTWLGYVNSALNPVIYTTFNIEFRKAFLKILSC
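Cells plated overnight at 1500 cells/well, then exposed to library compounds with dopamine controls for 90 minutes at 37 degrees C. DiscoveRx reagent added for 30–60 minutes at room temperature; luminescence read, quantitative HTS format.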
Abeta rescue: restores growth of yeast expressing A-beta42 peptide. yeast expressing A-beta42, growth rescue, OD600, 48 h; response scale: 0% DMSO, 100% iron-clioquinol control. Potency, µM (titrated, usually from 46.1 µM), inactives show at the highest dose growth rescue, most hits filed as activators. hit rate 0.063% among 410,000; note: potency is the fitted concentration of half-maximal effect; nearly all actives have a fitted effect of over 55% in size
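Yeast A-beta toxicity model in growth medium with pinned compounds, 48 h at 30 C; growth read as absorbance at 600 nm. Normalized to FeCl3/clioquinol equimolar mix (positive) and DMSO (negative).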
PTHR1 ag: PTHR1 (human) receptor agonism | Q03431 | HEK293 GP2 PTHR1 cells, GloSensor cAMP luminescence, 1 h | Potency, µM (titrated, usually from 115 µM), for the others: at the highest dose activation, hits mostly activators | hit rate 0.075% among 410,000 | AID 743266; note: potency is the fitted concentration of half-maximal effect; nearly all actives have a fitted effect of over 55% in size; some results filed as inactive show a strong effect at the top dose; inactives centre near -15; many of its hits are not listed in these tables
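HEK-293-derived GP2 cells expressing PTHR1 and a GloSensor cAMP reporter, 3,000/well, plated overnight, given luciferin plus IBMX (each 0.5 mM as added) for 1 h at 37 °C, then compound for 1 h at 37 °C. Luminescence was read after 15 min at room temperature.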
FUS yeast rescue: rescues growth of FUS-expressing yeast; S. cerevisiae FUS-expressing, growth rescue, OD600, 24 h; Potency, µM (titrated, usually from 76.6 µM), without a hit: top-dose growth rescue (activation), usual class: activators; hit rate 0.24% among 390,000;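 note: potency is the fitted concentration of half-maximal effect; plate controls were DMSO vehicle for no effect and reference control for full effect; nearly all actives have a fitted effect of over 55% in size; some results filed as inactive show a strong effect at the top dose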
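Steps: raffinose overnight preculture; dilution to OD 0.005 in 2% galactose minimal medium; compound addition (concentration series); 24hr at 30C, 99% humidity; absorbance read at 600 nm.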
aSyn rescue: rescues yeast growth from alpha-synuclein toxicity; Yeast expressing alpha-synuclein, growth rescue, BacTiter-Glo, 24 h; Potency, µM (highest dose often 46.1 µM), inactives show at the top dose growth rescue (activation), actives largely listed as activators; hit rate 0.14% among 370,000; note: potency is the fitted concentration of half-maximal effect; % of control where 0% means no effect; nearly all actives have a fitted effect of over 65% in size
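Screening used galactose-induced yeast with toxic alpha-synuclein levels, exposed to compound for 24 hr at 30 deg C. Cell growth, read with BacTiter-Glo luminescence, gave the measured signal.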
GLP-1R inv ag: acts as inverse agonist at human GLP-1 receptor. P43220. HEK293 GLP-1R CRE-luciferase, luminescence, 24 h; GLP-1R form is constitutively active. hit rate 1.6% among 410,000. Potency, µM (highest dose often 38.3 µM), inactives show at the highest dose activity change, negative = inhibition, hits mostly inhibitors; note: potency is the fitted concentration of half-maximal effect; % is set by controls: 0 for no effect and ±100 for the full control effect; nearly all actives have a fitted effect of over 55% in size
Target sequence (P43220 whole entry, looked up): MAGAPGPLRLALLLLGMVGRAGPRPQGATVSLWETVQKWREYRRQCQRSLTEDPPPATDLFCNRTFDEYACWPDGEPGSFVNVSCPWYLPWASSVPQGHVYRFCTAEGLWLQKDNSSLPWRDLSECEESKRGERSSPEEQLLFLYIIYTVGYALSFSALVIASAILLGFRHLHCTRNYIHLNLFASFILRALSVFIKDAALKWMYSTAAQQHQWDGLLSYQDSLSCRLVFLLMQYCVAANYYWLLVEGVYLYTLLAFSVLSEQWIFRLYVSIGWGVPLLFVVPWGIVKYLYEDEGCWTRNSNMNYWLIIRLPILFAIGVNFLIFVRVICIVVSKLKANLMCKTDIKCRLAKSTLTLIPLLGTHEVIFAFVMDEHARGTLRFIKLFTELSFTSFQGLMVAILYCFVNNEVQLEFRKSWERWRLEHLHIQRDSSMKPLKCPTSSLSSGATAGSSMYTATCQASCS
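Constitutively active GLP-1R drives a cAMP-responsive luciferase in stably transfected HEK293 cells; test compounds are added after overnight (12 h) attachment and left 24 hr, and signal loss in luminescence marks inhibition.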
GLP1R ag: agonists of human GLP-1 receptor | AID 624172 | HEK293 GLP-1R CRE-luciferase, luminescence, 4-6 h; cells express a hypersensitive GLP-1R form | Potency, µM (titrated, usually from 45.6 µM), inactives show at the highest dose activation, hits mostly activators | P43220 | hit rate 0.007% among 380,000; note: potency is the fitted concentration of half-maximal effect; % of control where 0% means no effect
TDP-43 yeast inh: inhibitors of TDP-43 toxicity in yeast; TDP-43 expressing yeast growth rescue, BacTiter-Glo, 24 h; Potency, µM (doses to about 46.1 µM), inactives show at the top dose growth rescue (activation), actives largely listed as activators; hit rate 1.8% among 410,000; note: potency is the fitted concentration of half-maximal effect; % of control where 0% means no effect; nearly all actives have a fitted effect of over 50% in size
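Yeast cells expressing TDP-43 under galactose induction are exposed to compounds for 24 hr at 30 deg C. BacTiter-Glo luminescence measures growth, so protective compounds score as activators.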
Akt phos inh: inhibitors of Akt phosphorylation. Neuro2A IGF-stimulated pAkt S473 HTRF, 20 min; active compounds read low. activity change, % for hits at 50 µM. hit rate 0.32% among 360,000. AID 651550; in the data active = activity change below about -80%; inconclusive = mostly about -51% to -80%; note: % is set by controls: 0 for no effect and ±100 for the full control effect
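Single-point screen (50 µM final compound) in Neuro2A cells stimulated 20 min with 6 nM IGF at 37 deg C. After lysis, Ser473-phosphorylated Akt read by HTRF (ex 330 nm, em 615/665 nm) as the 665/615 ratio.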
An asterisk follows results filed as active; i = inactive; u = inconclusive; x = not tested or not shown; & = joins results of further samples; [ ] = remark or other dose. Unless noted, calls come from the whole dose curve; as a rule, active = well fitted curve in the direction sought with a large enough effect; inconclusive = small, poorly fitted or top-dose-only effect, or another doubt; inactive = no such curve, though single readings can be large; an effect the other way counts as inactive or inconclusive. Not all compounds are listed; count on the stated rates, not on these rows.

SMILES	DRD3 antagonist	Abeta rescue	PTHR1 ag	FUS yeast rescue	aSyn rescue	GLP-1R inv ag	GLP1R ag	TDP-43 yeast inh	Akt phos inh
O=C(Nc1cc2c(cc1C(=O)O)OCCCO2)c1ccc(C(F)(F)F)cc1	-7	-2%	-25%	13%	-16%	u	3%	2%	i
CCOC(=O)[C@H]1[C@H]2COc3ccc(C)cc3[C@@H]2N2C(=O)[C@@H](CO)NC(=O)[C@@]12C	0	-11%	-26%	-4%	4%	0%	2%	3%	i
COc1ccc(CSc2nnnn2-c2ccc(C(N)=O)cc2)cc1[N+](=O)[O-]	0	-13%	i	11%	-5%	7%	10%	7%	i
O=C(CCN1C(=O)C2C3C=CC(C3)C2C1=O)N1CCN(c2ccc(F)cc2)CC1 (configuration not stated)	-10	-17%	i	u	-13%	-6%	-3%	-40%[inhibitor]	i
Cc1cc(OCC(=O)Nc2ccccn2)c2c(C)cc(=O)oc2c1	5	-1%	-12%	-22%	2%	13%	1%	6%	i
COc1ccccc1/C=N/NC(=O)c1cccc(NC(=O)c2ccccc2C)c1	0	5%	i	u	0%	0%	13%	1%	i
O=C(COc1ccc2c3c(c(=O)oc2c1)CCC3)NCc1cccnc1	2	-6%	i	-15%	-2%	21%	12%	-7%	i
C#CCOCCOCCOCCNc1nc(N2CCN(C(=O)[C@H]([C@@H](C)O)n3cc(CCCCN)nn3)CC2)nc(N2CCN(C(=O)[C@H](CCCCN)n3cc(CCCC)nn3)CC2)n1	43	-1%	-24%	-5%	1%	9%	0%	u	i
C[C@@H]1CN([C@@H](C)CO)C(=O)CCCn2nncc2CO[C@@H]1CN(C)S(=O)(=O)c1ccccc1F	-9	6%	-23%	5%	3%	26%	1%	22%	i
COc1ccc(NCCC#N)cc1	-25	2%	-6%[57.5 µM]	-25%	1%	1%	-2%	-15%	i
O=C(NC1CCCC1)C1CC(c2ccc(F)cc2)=NO1 (configuration not stated)	-14	11%	i	5%	-13%	7%	14%	-5%	i
O=C(COC(=O)c1cccs1)NC1CCCCC1	21	u	-8%[57.5 µM]	3%	-1%	6%	-5%	5%	i
Cc1ccc(C(=O)O)cc1S(=O)(=O)N1CCSCC1	9	3%	10%	26%	2%	0%	1%	11%	i
CC(C)(C)c1ccc(C(=O)NNC(=S)NCC2CCCO2)cc1 (configuration not stated)	-1	9%	-3%	x	-4%	6%	0%	u	i
O=C(Nc1ccc(Cl)c(C(F)(F)F)c1)NC1CC2CCCC(C1)N2C1CC1 (configuration not stated)	-3	-5%	i	5%	-2%	3.2µM*	-10%	-7%	i
COc1ccc(C)cc1N(C)C(=O)CCc1nc(-c2ccccc2F)no1	x	-5%	-11%	27%	x	u	x	u	x
COc1ccc(-c2cc(C(=O)OCC(=O)N3CCCC3)c3ccccc3n2)cc1	-8	-14%	-15%[57.5 µM]	40%	2%	u	3%	u	i
CC(=O)c1ccc(N2CCN(c3ncnc4c3c(-c3ccccc3)cn4-c3cccc(C)c3)CC2)cc1	x	-23%	18%	15%	x	2%	x	19%	x
CCC(CC)C(=O)Nc1cc(C(=O)NCCc2ccccc2)ccc1Cl	-6	-2%	i	-4%	1%	-16%	5%	-15%	i
Cc1cc(C)c(S(=O)(=O)Nc2nnc(C3CCCCC3)s2)c(C)c1	-11	-23%	i	55%	4%	u	0%	u	i
CC(CCC(=O)Nc1nncs1)C(=O)O (configuration not stated)	23	2%	i	-10%	5%	1%	4%	11%	i
O=c1oc2c(CN3CCOCC3)c(O)ccc2cc1-c1ccc(Cl)cc1	x	-9%	i	-9%	x	0%	x	13µM*	x
COc1ccccc1C(=O)N(CCC1CCCN1C)c1nc2ccccc2s1 (configuration not stated)	2	11%	-28%	11%	8%	3.5µM*	-4%	24%	i
O=C(N/N=C/c1cccs1)c1ccccn1	-6	-10%	-9%[57.5 µM]	23%	-19%	u	-8%	-13%	i
O=C(Nc1ccc2c(c1)OCCO2)c1ccc2ccccc2n1	0	0%	-26%	-14%	1%	-22%	15%	7%	i
COc1ccc(NC(=O)NNC(=O)c2cc3ccccc3cc2O)cc1	14	5%	-1%	30%	0%	4%	-6%	17%	i
Cc1ccc(NC(=O)c2cc(-c3cccc(O)c3)on2)cc1C	0	-2%	-31%[inhibitor]	-15%	-16%	u	-4%	19%	i
O=C(c1ccc(S(=O)(=O)Nc2ccc(F)cc2)cc1)N1CCN(C(=O)c2ccco2)CC1	17	14%	-10%[57.5 µM]	0%	6%	2%	-5%	-2%	i
CCOC(=O)C1(Cc2cccc(Cl)c2)CCCN(C(=O)c2ccco2)C1 (configuration not stated)	-18	-3%	-18%	0%	13%	u	9%	27%	i
CCn1c(SCC(=O)Nc2cccc(OC)c2)nnc1-c1ccc(Cl)cc1	2	7%	-13%	-1%	0%	2%	11%	4%	i

Another view of some results above:
molecule,DRD3 antagonist,Abeta rescue,PTHR1 ag,FUS yeast rescue,aSyn rescue,GLP-1R inv ag,GLP1R ag,TDP-43 yeast inh,Akt phos inh
CC(=O)c1ccc(N2CCN(c3ncnc4c3c(-c3ccccc3)cn4-c3cccc(C)c3)CC2)cc1,x,-23%,18%,15%,x,2%,x,19%,x
CCC(CC)C(=O)Nc1cc(C(=O)NCCc2ccccc2)ccc1Cl,-6,-2%,i,-4%,1%,-16%,5%,-15%,i
Cc1cc(C)c(S(=O)(=O)Nc2nnc(C3CCCCC3)s2)c(C)c1,-11,-23%,i,55%,4%,u,0%,u,i
CC(CCC(=O)Nc1nncs1)C(=O)O (configuration not stated),23,2%,i,-10%,5%,1%,4%,11%,i
O=c1oc2c(CN3CCOCC3)c(O)ccc2cc1-c1ccc(Cl)cc1,x,-9%,i,-9%,x,0%,x,13µM*,x
COc1ccccc1C(=O)N(CCC1CCCN1C)c1nc2ccccc2s1 (configuration not stated),2,11%,-28%,11%,8%,3.5µM*,-4%,24%,i
O=C(N/N=C/c1cccs1)c1ccccn1,-6,-10%,-9%[57.5 µM],23%,-19%,u,-8%,-13%,i
O=C(Nc1ccc2c(c1)OCCO2)c1ccc2ccccc2n1,0,0%,-26%,-14%,1%,-22%,15%,7%,i
COc1ccc(NC(=O)NNC(=O)c2cc3ccccc3cc2O)cc1,14,5%,-1%,30%,0%,4%,-6%,17%,i
Cc1ccc(NC(=O)c2cc(-c3cccc(O)c3)on2)cc1C,0,-2%,-31%[inhibitor],-15%,-16%,u,-4%,19%,i
O=C(c1ccc(S(=O)(=O)Nc2ccc(F)cc2)cc1)N1CCN(C(=O)c2ccco2)CC1,17,14%,-10%[57.5 µM],0%,6%,2%,-5%,-2%,i
CCOC(=O)C1(Cc2cccc(Cl)c2)CCCN(C(=O)c2ccco2)C1 (configuration not stated),-18,-3%,-18%,0%,13%,u,9%,27%,i
CCn1c(SCC(=O)Nc2cccc(OC)c2)nnc1-c1ccc(Cl)cc1,2,7%,-13%,-1%,0%,2%,11%,4%,i

Carrying on.
SMILES	DRD3 antagonist	Abeta rescue	PTHR1 ag	FUS yeast rescue	aSyn rescue	GLP-1R inv ag	GLP1R ag	TDP-43 yeast inh	Akt phos inh
CCOC(=O)CC(=O)CSc1nc(-c2ccccc2)cc(-c2ccccc2)c1C#N	-10	11%	i	-2%	10%	u	2%	1%	i
Cc1ccc(-c2nc(SCC(=O)Nc3cc(C)on3)c3c(=O)n(C)c(=O)n(C)c3n2)cc1	-17	-8%&1%	-1%	-21%	-5%	10%&5%	-4%	3%	i
COc1cc(Cl)c(C)cc1NC(=O)CN1CCCCCC1	-22	-13%	16%	12%	-3%	18%	13%	-18%	i
CCn1c(C)nc2cc(S(=O)(=O)C(F)F)ccc21	-12	1%	-3%[57.5 µM]	27%	0%	4%	0%	-13%	i
Nc1nonc1-n1nnc(C(=O)N/N=C/c2ccc(F)cc2)c1-c1ccc2c(c1)OCO2	-5	-1%	i	8%	3%	-4%	6%	-4%	i
Cc1ccccc1CSc1nc2[nH]ncc2c(=O)[nH]1	13	-20%	-9%	-16%	-1%	17%	5%	-14%	i
COc1ccc2[nH]c(C(=O)O)c(NC(=O)c3ccccc3[N+](=O)[O-])c2c1	-12	5%	i	22%	3%	43%[activator]	-2%	-3%	i
CN(C)c1ccc(N=Nc2ccccc2C(=O)OCC(=O)NC2CCCC2)cc1	-28	9%	-9%	x	-5%	u	8%	u	i
CCCS(=O)(=O)N1CCCC(C(=O)N2CCN(C(=O)OCC)CC2)C1 (configuration not stated)	3	-1%	-17%[57.5 µM]	12%	1%	0%	-13%	-3%	i
Cc1cccc(NC(=S)NNc2ncc(C(F)(F)F)cc2Cl)c1	-64*	u	-19%	x	11%	-21%	-3%	u	i

Compound activity as filed in PubChem.
